Screens as filed in PubChem BioAssay.
procasp7 counter: counter-screen for procaspase-3 activators: activators of human procaspase-7. 330,000 compounds, 0.093% hits. P55210. recombinant procaspase-7, Ac-DEVD-pNA absorbance 405 nm; D23A/D198A/D206A triple mutant, cannot self-cleave; scale: DMSO 0, 5 µM enzyme 100. activation, % at 8.5 µM;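 active = percent activation above the screen-wide mean plus 3 SD, cut at about 25% in these data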
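Material: Procaspase-7 triple mutant (PC-7 D3A) | Quantity: 2 µM procaspase-7 mutant as dispensed | Reagent: DEVD-pNA substrate | Times: 1 h preincubation, 2 h reaction | Technique: 405 nm absorbance of p-nitroaniline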
MEP2 TOR yeast: yeast TOR pathway MEP2-GFP modulation. 330,000 compounds, 0.51% hits. S. cerevisiae MEP2-GFP strain, flow cytometry GFP, 3 h; 100% = DMSO control level. GFP response vs DMSO, % at 10 µM;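 active = GFP response versus DMSO above a set limit, roughly screen mean plus 3 SD, cut at about 180% in these data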;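 note: median GFP fluorescence of the barcode-gated MEP2-GFP cells per well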
RPL19A-GFP yeast: alters RPL19A-GFP fluorescence in TOR pathway yeast screen. AID 2025. S. cerevisiae RPL19A-GFP strain, flow cytometry, 3 h; stronger effect = lower value. percent response vs DMSO, % at 10 µM. 330,000 compounds, 0.3% hits;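 active = percent response vs DMSO below 50%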;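 note: median channel GFP fluorescence of the barcoded RPL19A-GFP strain; ratio of sample median GFP to plate DMSO average so 100% = DMSO; lower means less RPL19A-GFP as with rapamycin TOR inhibition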
AHR activator: human AHR activation. P35869. AHR-responsive luciferase reporter cells, luminescence. activation, % at 5 µM. 320,000 compounds, 2.5% hits; in the data active = activation above about 47%;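 note: 0% = vehicle wells and 100% = reference agonist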
Target sequence (P35869 whole entry, looked up): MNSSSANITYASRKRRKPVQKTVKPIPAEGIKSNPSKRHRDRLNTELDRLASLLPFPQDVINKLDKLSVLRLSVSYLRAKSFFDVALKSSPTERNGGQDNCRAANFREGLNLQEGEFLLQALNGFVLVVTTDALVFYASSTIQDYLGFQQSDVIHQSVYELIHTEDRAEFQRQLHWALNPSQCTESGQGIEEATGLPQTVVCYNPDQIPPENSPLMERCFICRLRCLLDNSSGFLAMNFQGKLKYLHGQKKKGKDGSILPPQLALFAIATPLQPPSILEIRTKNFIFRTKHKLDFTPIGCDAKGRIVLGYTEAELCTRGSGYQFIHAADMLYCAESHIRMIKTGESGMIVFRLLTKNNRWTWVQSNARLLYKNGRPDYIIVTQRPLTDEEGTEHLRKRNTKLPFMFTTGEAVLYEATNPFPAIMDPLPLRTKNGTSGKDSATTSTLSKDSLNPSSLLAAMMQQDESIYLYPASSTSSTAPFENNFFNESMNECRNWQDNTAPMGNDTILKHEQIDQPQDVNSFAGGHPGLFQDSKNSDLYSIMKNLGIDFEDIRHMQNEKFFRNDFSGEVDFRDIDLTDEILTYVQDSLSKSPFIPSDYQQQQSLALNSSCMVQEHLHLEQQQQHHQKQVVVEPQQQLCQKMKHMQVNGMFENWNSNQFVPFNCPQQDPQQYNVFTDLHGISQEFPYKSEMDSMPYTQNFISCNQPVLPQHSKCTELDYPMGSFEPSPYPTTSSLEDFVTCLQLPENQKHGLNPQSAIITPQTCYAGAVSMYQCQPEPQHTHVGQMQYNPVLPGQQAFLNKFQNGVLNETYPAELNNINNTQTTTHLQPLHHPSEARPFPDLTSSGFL
procasp3 activ: procaspase-3 (human) activation. P42574. recombinant procaspase-3 D3A, Ac-DEVD-pNA absorbance 405 nm. activation, % at 8.5 µM. 330,000 compounds, 0.11% hits. AID 463141;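 active = activation above the mean of all tested compounds plus 3 SD, cut at about 21% in these data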;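 note: 0% = DMSO alone and 100% = DMSO wells spiked with extra 5 µM PC-3 D3A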
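Assay system – Procaspase-3 D3A mutant · Benchmarks – DMSO low control, extra-enzyme high control · Technique – 405 nm absorbance of p-nitroaniline, reads at 0 and 120 min · Doses – 8.5 µM nominal · Measure – % activation between DMSO and enzyme-spiked controls · Also added – Ac-DEVD-pNA chromogenic peptide substrate · Schedule – 1 h compound preincubation, 2 h substrate hydrolysis at 25 °C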
CR mimetic SO: lowers age-related superoxide in aged yeast cells. S. cerevisiae aged cells, superoxide DHE fluorescence; stronger effect = lower value. superoxide response (% of plate mean), % at 10 µM. 330,000 compounds, 0.18% hits. AID 2690;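 active = superoxide response under a set limit, about three screen SD below normal, cut at about 65% in these data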;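 note: yeast aged for seven days with compound at 30 °C before DHE staining; 100% = average MFI of all compound-treated wells on the plate with controls excluded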
LAP4 TOR yeast: alters LAP4-GFP fluorescence in TOR pathway yeast screen | S. cerevisiae LAP4-GFP multiplex, flow cytometry GFP, 3 h; median GFP as percent of DMSO wells | GFP response vs DMSO, % at 10 µM | 320,000 compounds, 0.34% hits | AID 2023;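 active = GFP response vs DMSO above a set limit, about the screen mean plus 3 SD, cut at about 150% in these data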
GASC-1 inh: inhibitors of human GASC-1 (JMJD2C) demethylase; GST-JMJD2C(1-420) H3K9me3 demethylation, DELFIA europium; 330,000 compounds, 0.069% hits; AID 2099; inhibition, % at 2.35 µM;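 active = more than half of a compound's replicate wells show inhibition beyond 50%, single wells judged on their own value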;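 note: signal counts dimethyl H3K9 product captured on neutravidin plate; 0% = median of DMSO wells and 100% = 0.3 times that DMSO median; strong numbers were not always called active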
Active calls of the source: *; . = not tested or not shown.

Below each compound – procasp7 counter	MEP2 TOR yeast	RPL19A-GFP yeast	AHR activator	procasp3 activ	CR mimetic SO	LAP4 TOR yeast	GASC-1 inh
O=C(COc1ccc(S(=O)(=O)N2CCCC2)cc1[N+](=O)[O-])N1CCCC1
  -2	106	95	-1	-5	90	109	.
O=C(NCc1ccccn1)C1CCN(S(=O)(=O)c2ccc(Br)cc2)CC1
  -1	100	101	-2	3	106	83	-2
COc1ccc(C2=NN(C(N)=S)C(c3ccccc3)C2)cc1 (centres undefined)
  -3	100	100	4	-5	92	105	-4
Cc1c(C(=O)N2CCN(Cc3ccccc3)CC2)oc2c1C(=O)CC(C)(C)C2
  1	107	105	4	-3	95	90	36
CC(C)c1cccc(C2=CC(=O)C[C@H](c3ccc(F)cc3)C2)c1
  13	94	94	1	-2	107	96	0
COc1cc(NC(=O)c2c(F)c(F)c(F)c(F)c2F)c(OC)cc1Cl
  7	98	93	28	4	101	92	1
Cc1cc(C(F)(F)F)c2sc(N)nc2n1
  18	89	96	14	14	95	95	3
CCOC(=O)C1CCN(Cc2oc(CO)cc(=O)c2O)CC1
  4	100	98	6	3	92	97	-6
COc1ccc(NC(=O)c2ccc(Cn3cc(Cl)cn3)cc2)cc1
  5	113	98	9	5	90	102	-15
CCOc1ccc(C(=O)COC(=O)CC)cc1
  7	108	98	4	2	88	98	3

In a second layout: entries from further up
> Cc1cc(C(F)(F)F)c2sc(N)nc2n1
  procasp7 counter: 18
  MEP2 TOR yeast: 89
  RPL19A-GFP yeast: 96
  AHR activator: 14
  procasp3 activ: 14
  CR mimetic SO: 95
  LAP4 TOR yeast: 95
  GASC-1 inh: 3

> CCOC(=O)C1CCN(Cc2oc(CO)cc(=O)c2O)CC1
  procasp7 counter: 4
  MEP2 TOR yeast: 100
  RPL19A-GFP yeast: 98
  AHR activator: 6
  procasp3 activ: 3
  CR mimetic SO: 92
  LAP4 TOR yeast: 97
  GASC-1 inh: -6

3 records drawn at random from those above, as already listed:
Below each compound – procasp7 counter	MEP2 TOR yeast	RPL19A-GFP yeast	AHR activator	procasp3 activ	CR mimetic SO	LAP4 TOR yeast	GASC-1 inh
Cc1c(C(=O)N2CCN(Cc3ccccc3)CC2)oc2c1C(=O)CC(C)(C)C2
  1	107	105	4	-3	95	90	36
COc1ccc(NC(=O)c2ccc(Cn3cc(Cl)cn3)cc2)cc1
  5	113	98	9	5	90	102	-15
O=C(NCc1ccccn1)C1CCN(S(=O)(=O)c2ccc(Br)cc2)CC1
  -1	100	101	-2	3	106	83	-2

(list continues)
Below each compound – procasp7 counter	MEP2 TOR yeast	RPL19A-GFP yeast	AHR activator	procasp3 activ	CR mimetic SO	LAP4 TOR yeast	GASC-1 inh
CC(C)NC(=O)[C@@H]1C[C@@]1(C)[C@@H](NC(=O)OCc1ccccc1)c1ccccc1
  7	98	100	5	6	103	92	6
O=C(Nc1ccc(N2C(=O)CCC2=O)cc1Cl)c1cccs1
  3	92	100	2	9	97	86	6
COc1ccc(S(=O)(=O)N(C)C)cc1NC(=O)CSc1ncccn1
  -2	97	95	-2	9	104	113	7
O=C(CNC(=O)c1ccccc1F)Nc1ccc2c(c1)CCC2
  6	114	114	4	2	104	115	-5
CCOc1ccc(CC(=O)NCc2cn3c(C)csc3n2)cc1
  11	94	96	4	-1	107	105	-4
CCOc1ccc(C2Nc3ccc4ccccc4c3-c3c2c(=O)oc2ccccc32)cc1 (centres undefined)
  5	111	91	6	2	113	97	4
CC1CCN(CC(O)COCCC23CC4CC(CC(C4)C2)C3)CC1 (centres undefined)
  13	108	100	3	-5	84	101	-3
COC(=O)N1C(=O)[C@](c2ccccc2)(C2CCCCC2)N1C(=O)OC
  2	85	96	3	7	92	106	2
CC1CC(=O)N(c2ccc(NCc3ccc(Cl)cc3)c([N+](=O)[O-])c2)C1=O (centres undefined)
  9	106	103	2	-1	112	105	-3
COc1cc(OC)c2c(C)cc(=O)oc2c1
  -1	93	98	0	-1	111	102	-27

Continued (four carried over from the part before).
Below each compound – procasp7 counter	MEP2 TOR yeast	RPL19A-GFP yeast	AHR activator	procasp3 activ	CR mimetic SO	LAP4 TOR yeast	GASC-1 inh
CC1CCN(CC(O)COCCC23CC4CC(CC(C4)C2)C3)CC1 (centres undefined)
  13	108	100	3	-5	84	101	-3
COC(=O)N1C(=O)[C@](c2ccccc2)(C2CCCCC2)N1C(=O)OC
  2	85	96	3	7	92	106	2
CC1CC(=O)N(c2ccc(NCc3ccc(Cl)cc3)c([N+](=O)[O-])c2)C1=O (centres undefined)
  9	106	103	2	-1	112	105	-3
COc1cc(OC)c2c(C)cc(=O)oc2c1
  -1	93	98	0	-1	111	102	-27
COc1cccc(NC(=O)COC(=O)C2=NN(c3ccccc3)C(=O)CC2)c1
  7	103	98	1	7	105	100	1
COc1ccc(-c2oc3ncnc(NCCN4CCOCC4)c3c2-c2ccc(OC)cc2)cc1
  6	97	100	-1	-1	103	96	-1
Cc1cccc(NC(=O)c2ccc(NC(=O)CC3SC(N4CCCC4)=NC3=O)cc2)n1 (centres undefined)
  4	102	105	1	7	91	109	2
Cc1cc(C(=O)OCC(=O)N2CC(=O)Nc3ccccc32)no1
  1	102	96	2	5	95	95	-5
Cc1ccc(OCCC(=O)Nc2ccc3c(c2)OCO3)cc1
  3	100	104	1	-3	83	109	-1
CC1=C(C(=O)OCc2ccccc2)C(c2ccc(-c3ccccc3)cc2)NC(=O)N1CCCCCC(=O)O (centres undefined)
  12	91	101	-2	5	97	111	14
O=C1CN(C(=O)COc2ccc([N+](=O)[O-])cc2Cl)c2ccccc2N1
  0	104	100	-1	2	95	106	-3
N#Cc1ccc(N2CCN(C(=O)c3cccs3)CC2)c(F)c1
  10	115	104	-2	14	99	102	4
CCCN(CC(=O)Nc1cc(Cl)ccc1Cl)C(=O)CN1C(=O)C2CCCCC2C1=O (centres undefined)
  -6	98	97	1	-4	109	99	55
c1csc(-c2nn3c(Cn4nnc5ccccc54)nnc3s2)c1
  -8	94	95	11	1	115	101	-3

New compounds follow
Below each compound – procasp7 counter	MEP2 TOR yeast	RPL19A-GFP yeast	AHR activator	procasp3 activ	CR mimetic SO	LAP4 TOR yeast	GASC-1 inh
O=C(N=C1SC2CS(=O)(=O)CC2N1c1ccc(F)cc1F)C1CC1 (centres undefined)
  -3	99	97	-2	-5	87	100	1
O=C(OC(C(=O)NCc1cccs1)c1ccc(F)cc1)c1ccco1 (centres undefined)
  9	101	99	0	0	115	102	1
CCOc1ccc(/C=N/n2nnnc2N)cc1O
  0	111	113	8	9	110	83	-7
Cc1nc(Nc2ccc(C(=O)O)cc2)sc1-c1ccccc1
  8	104	103	14	4	79	92	1
O=C(C1CC(=O)N(c2ccccc2F)C1)N1CCOCC1 (centres undefined)
  -15	103	105	0	2	96	101	0
NC(=O)c1ccsc1NC(=O)c1nc(-c2ccccc2)n(-c2ccccc2)n1
  0	105	99	11	6	115	99	4
COCCn1c(C)cc(C(=O)CSc2ccc3ccccc3n2)c1C
  2	109	100	19	-1	93	116	96
CNc1c(NS(=O)(=O)c2cc(NC(C)=O)ccc2C)c(=O)oc2ccccc12
  4	105	104	2	6	98	90	2
C/C(=N\NC(=O)c1nonc1N)c1cccs1
  15	233*	102	35	4	100	127	-5
CCOc1ccc(CNS(=O)(=O)c2c(C)nc3scc(C)n3c2=O)cc1OC
  -4	103	98	4	-4	99	91	-6

Carrying on.
Short keys – A = procasp7 counter; B = MEP2 TOR yeast; C = RPL19A-GFP yeast; D = AHR activator; E = procasp3 activ; F = CR mimetic SO; G = LAP4 TOR yeast; H = GASC-1 inh
Cc1ccc(C(=O)NNC(=O)C2CCN(Cc3ccccc3)CC2)cc1
  A: 3	B: 105	C: 101	D: -2	E: 3	F: 107	G: 98	H: 6
COC(=O)c1ccc[n+](CCc2c[nH]c3ccccc23)c1
  A: 7	B: 102	C: 93	D: 1	E: -6	F: 95	G: 103	H: 18
CCOc1ccc(-c2cnc3n2CCC3)cc1
  A: 13	B: 100	C: 98	D: 41	E: -11	F: 109	G: 104	H: 0
COc1cc(OC)c(-c2nc(-c3ccncc3)no2)cc1OC
  A: -2	B: 107	C: 102	D: -6	E: 2	F: 108	G: 102	H: -1
CCO[C@@H]1OC(C(N)=O)=C[C@H](C2CCCCC2)[C@H]1CCCO
  A: -2	B: 96	C: 101	D: 4	E: -1	F: 98	G: 108	H: 3
Fc1ccc(CCN2CCN=C2Nc2ccccc2)cc1
  A: -8	B: 105	C: 96	D: 0	E: 1	F: 100	G: 96	H: -3
CCn1c(-c2ccsc2)nc2c1c(=O)[nH]c(=O)n2Cc1ccccc1
  A: -13	B: 93	C: 99	D: 3	E: -3	F: 112	G: 92	H: 7
CC(C)CC(=O)Nc1cc(NC(=O)CC(C)C)cc(C(=O)NC(C)(C)C)c1
  A: 1	B: 106	C: .	D: 5	E: -4	F: 105	G: 98	H: 0
CC1(C)CC2CC(C)(CN2C(=O)COC(=O)c2cccc([N+](=O)[O-])c2)C1 (centres undefined)
  A: 6	B: 94	C: 94	D: 1	E: 8	F: 92	G: 94	H: 4
Cc1cc(C)n(-c2cc(N3CCN(C(=O)c4cccc(Br)c4)CC3)ccc2[N+](=O)[O-])n1
  A: 5	B: 105	C: 103	D: -2	E: -7	F: 94	G: 104	H: -2
O=C(Nc1ncccc1O)c1ccc(Cl)c(S(=O)(=O)N2CCCCCC2)c1
  A: 4	B: 94	C: 97	D: 2	E: -8	F: 104	G: 102	H: 3
CN1C(C(=O)NCc2ccccc2)CC2Cn3c(nc4ccccc43)C21 (centres undefined)
  A: -3	B: .	C: .	D: -1	E: -9	F: .	G: .	H: -1
